PLK1 PBD inh = inhibitors of human PLK1 polo-box domain binding; Plk1 PBD binding of FITC phosphopeptide, fluorescence polarization; Potency, µM, inactives show max response, negative = inhibition, most hits filed as inhibitors; 2.8% of 360,000 active; also: potency is read from the fitted curve at half-maximal effect; series mostly up to about 57 µM; % is scaled to controls: 0 for no effect and ±100 for the full control effect; nearly all actives have a fitted effect of over 65% in size
Target sequence (P53350 whole entry, looked up, the tested form may be a part): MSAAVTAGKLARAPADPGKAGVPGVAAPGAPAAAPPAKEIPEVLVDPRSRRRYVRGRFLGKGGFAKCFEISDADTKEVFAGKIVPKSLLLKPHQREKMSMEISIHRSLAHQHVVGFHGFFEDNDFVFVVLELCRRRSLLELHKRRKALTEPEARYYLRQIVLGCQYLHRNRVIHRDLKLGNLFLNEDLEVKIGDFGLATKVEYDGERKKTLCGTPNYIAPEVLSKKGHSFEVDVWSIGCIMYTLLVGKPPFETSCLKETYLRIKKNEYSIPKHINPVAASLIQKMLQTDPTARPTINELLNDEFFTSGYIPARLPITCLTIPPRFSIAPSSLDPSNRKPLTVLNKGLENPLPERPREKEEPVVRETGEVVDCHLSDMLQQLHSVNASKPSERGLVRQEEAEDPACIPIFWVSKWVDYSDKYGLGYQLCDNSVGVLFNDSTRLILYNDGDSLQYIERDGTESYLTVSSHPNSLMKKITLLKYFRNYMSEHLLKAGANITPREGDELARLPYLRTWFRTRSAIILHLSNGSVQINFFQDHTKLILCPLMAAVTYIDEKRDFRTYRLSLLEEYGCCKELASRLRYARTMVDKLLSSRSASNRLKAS
FUS suppressor = FUS proteinopathy suppression in yeast | S. cerevisiae FUS-expressing, growth rescue, OD600, 24 h | AID 1347120 | 0.24% of 390,000 active | Potency, µM (top dose mostly 76.6 µM), without a hit: at the top dose growth rescue (activation), most hits filed as activators;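 also: potency is read from the fitted curve at half-maximal effect; plate controls were DMSO vehicle for no effect and reference control for full effect; nearly all actives have a fitted effect of over 55% in size; some results filed as inactive show a strong effect at the top dose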
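Toxicity suppression screen in FUS-yeast. Cells induced with 2% galactose, starting OD 0.005, treated 24hr at 30C with compounds at multiple final concentrations; growth by OD600.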
Abeta rescue = A-beta toxicity reversal in yeast | yeast expressing A-beta42, growth rescue, OD600, 48 h; response scale: 0% DMSO, 100% iron-clioquinol control | Potency, µM (highest dose often 46.1 µM), without a hit: at the highest dose growth rescue, actives largely listed as activators | 0.063% of 410,000 active | AID 1347071; also: potency is read from the fitted curve at half-maximal effect; nearly all actives have a fitted effect of over 55% in size
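Yeast growth medium received pinned compounds, then yeast cells expressing toxic A-beta were added; plates incubated at 30 C for 48 hr. Growth read as absorbance at 600 nm, normalized to DMSO and equimolar FeCl3 plus clioquinol controls.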
WRN inhibitor = blocks human WRN helicase; Q14191; WRN helicase unwinding, fluorescent forked duplex, kinetic; Potency, µM (highest dose often 114 µM), for inactives: top-dose activity change, negative = inhibition, actives largely listed as inhibitors; 0.46% of 360,000 active; also: potency is read from the fitted curve at half-maximal effect; % is scaled to controls: 0 for no effect and ±100 for the full control effect; nearly all actives have a fitted effect of over 55% in size
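Screening of the MLSMR collection measured strand separation of a quenched forked DNA duplex (100 nM) by 20 nM WRN with 2 mM ATP, all final. Compounds were preincubated with enzyme 15 min at room temperature.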
PI5P4K alpha inh = inhibitors of human PI5P4K alpha | PI5P4Kalpha enzyme, ADP-Glo luminescence, 60 min; stronger effect = lower value | max response, % | 1.2% of 330,000 active; active = max response of -50% or lower; inconclusive = between -30% and -50%; inactive = -30% or higher; also: value at the top dose of about 77 µM; % is scaled to controls: 0 for no effect and ±100 for the full control effect
Target sequence (P48426 whole entry, looked up): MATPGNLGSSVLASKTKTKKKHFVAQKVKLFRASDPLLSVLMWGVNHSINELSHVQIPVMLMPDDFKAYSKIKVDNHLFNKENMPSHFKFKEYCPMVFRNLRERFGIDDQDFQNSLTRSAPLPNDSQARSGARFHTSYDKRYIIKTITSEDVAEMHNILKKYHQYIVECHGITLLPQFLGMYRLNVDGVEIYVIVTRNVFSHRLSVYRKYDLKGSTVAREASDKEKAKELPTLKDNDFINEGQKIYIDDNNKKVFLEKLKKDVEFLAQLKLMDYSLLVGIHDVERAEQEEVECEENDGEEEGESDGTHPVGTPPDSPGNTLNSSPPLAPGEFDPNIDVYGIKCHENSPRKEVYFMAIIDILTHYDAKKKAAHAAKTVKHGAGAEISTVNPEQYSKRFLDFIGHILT
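Reactions run in 0.038 M HEPES pH 7.4, 0.28 mM EGTA, 0.1% CHAPS and 5% DMSO, with PI5P4Kalpha, substrate, compound and 5 microM ATP final, one hour at room temperature. Readout is ADP-Glo luminescence.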
EPAC1 antagonist = blocks human EPAC1 exchange factor; O95398; EPAC1 GEF assay, Rap1b-BODIPY-GDP exchange fluorescence; Potency, µM (titrated, usually from 115 µM), inactives show at the highest dose activity change, negative = inhibition, most hits filed as inhibitors; 0.14% of 360,000 active;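 also: potency is read from the fitted curve at half-maximal effect; plate controls were vehicle for no effect and positive control for full effect; nearly all actives have a fitted effect of over 50% in size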
EPAC1 ag = EPAC1 (human) agonism; O95398; EPAC1 agonist qHTS, biochemical assay; response scale: 100% = response to 6.5 mM cAMP; Potency, µM (doses to about 154 µM), for inactives: at the highest dose activation, usual class: activators; 0.073% of 360,000 active; AID 720707; also: potency is read from the fitted curve at half-maximal effect; nearly all actives have a fitted effect of over 60% in size
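EPAC1 100 nM, Rap1B–BODIPY-GDP 250 nM, unlabeled GDP 50 uM; compound titration; 5 min RT; kinetic read ex480/em540 at 5-min intervals ×30 min; data normalized to 6.5 mM cAMP agonist control.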
IL2 activator = activates IL-2 in a cell-based reporter assay. IL-2 activation reporter assay, cell-based qHTS; stimulated with anti-CD3/CD4/CD28 beads; in transgenic mouse T cells. activation, % (series mostly up to about 46 µM). 0.065% of 360,000 active; in the data active = activation above about 50%; inconclusive = mostly about 30% to 49%; also: 0% is about no effect
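Using fluorescent plate cytometry, EGFP and DsRed are detected in transgenic mouse T cells stimulated 18 h at 37 degrees C with antibody-coated beads after 60 min compound pretreatment.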
aSyn yeast inh = rescues yeast growth from alpha-synuclein toxicity | Yeast expressing alpha-synuclein, growth rescue, BacTiter-Glo, 24 h | Potency, µM (top dose mostly 46.1 µM), for the others: top-dose growth rescue (activation), hits mostly activators | 0.14% of 370,000 active; also: potency is read from the fitted curve at half-maximal effect; % of control where 0% means no effect; nearly all actives have a fitted effect of over 65% in size
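Galactose-induced alpha-syn yeast (OD600=0.02, raffinose-pregrown) + pinned cpd, 24 hr, 30 deg C; growth by BacTiter-Glo luminescence. Growth restoration scores as activation.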
* marks the source's active call; other numbers are inactive results; [ ] = remark or other dose. Unless noted, calls follow the shape of the dose curve; as a rule, active = well fitted curve in the direction sought with a large enough effect; inconclusive = small, poorly fitted or top-dose-only effect, or another doubt; inactive = no such curve, though single readings can be large; an effect the other way counts as inactive or inconclusive.

CC(C)CC(=O)N1CCN(c2ccc(NC(=O)c3ccco3)cc2)CC1 was read as PLK1 PBD inh 1%, Abeta rescue -13%, WRN inhibitor -9%, PI5P4K alpha inh 3, EPAC1 antagonist 8%, EPAC1 ag -2%, IL2 activator -1.8 and aSyn yeast inh 2%.
CC1=C(C)CC(C(=O)NCCCN2CCCC2=O)C(C(=O)O)C1 (stereo not given) was read as PLK1 PBD inh 1%, FUS suppressor 1%, Abeta rescue 16%, WRN inhibitor 10%, PI5P4K alpha inh 9, EPAC1 antagonist 11%, EPAC1 ag 12%, IL2 activator 1.7 and aSyn yeast inh 1%.
CCNC(=S)NNC(=O)c1ccccc1Cl was read as PLK1 PBD inh -4%, Abeta rescue 10%, WRN inhibitor -1%, PI5P4K alpha inh 4, EPAC1 antagonist 11%, EPAC1 ag 8%, IL2 activator -0.1 and aSyn yeast inh 7%.
For CCn1c(SCC(=O)Nc2nc3c(s2)CCCC3)nnc1-c1ccccc1 the results were PLK1 PBD inh -7%, FUS suppressor 32%, Abeta rescue 3%, WRN inhibitor 3%, EPAC1 antagonist 7%, EPAC1 ag 10%, IL2 activator -2.7 and aSyn yeast inh 8%.
Cc1ccc2[nH]c(=O)c(CNC(C)(C)C)cc2c1 was read as PLK1 PBD inh -14%, FUS suppressor 8%, Abeta rescue 0%, WRN inhibitor 7%, PI5P4K alpha inh 4, EPAC1 antagonist -3%, EPAC1 ag 2%, IL2 activator -0.2 and aSyn yeast inh -4%.
Screening CCOC(=O)Cc1csc(NC(=S)NC(=O)c2ccc(Cl)cc2)n1 returned PLK1 PBD inh -4%, FUS suppressor -5%, Abeta rescue -5%, WRN inhibitor 0%, PI5P4K alpha inh 4, EPAC1 antagonist 6%, EPAC1 ag -21%, IL2 activator 1.5 and aSyn yeast inh -7%.
`O=C(NCCC1CCCCN1S(=O)(=O)c1cccs1)C(=O)NCc1ccccc1` (stereo not given) gave PLK1 PBD inh 3%, Abeta rescue 4%, WRN inhibitor -7%, PI5P4K alpha inh 0, EPAC1 antagonist -3%, EPAC1 ag -5%, IL2 activator -0.4 and aSyn yeast inh 0%.
For O=C(COc1ccccc1Cl)Nc1ccc2c(c1)OCCO2 the results were PLK1 PBD inh -5%, FUS suppressor 15%, Abeta rescue -3%, WRN inhibitor -10%, PI5P4K alpha inh 5, EPAC1 antagonist -11%, EPAC1 ag 15%, IL2 activator 0.7 and aSyn yeast inh 10%.
For O=C(CSc1ccc([N+](=O)[O-])cc1)Nc1ccccc1N1CCOCC1 the results were PLK1 PBD inh inconclusive, FUS suppressor -13%, Abeta rescue 19%, WRN inhibitor 1%, PI5P4K alpha inh -9, EPAC1 antagonist 13%, EPAC1 ag -13%, IL2 activator 0.3 and aSyn yeast inh -10%.
Screening CCOC(=O)N1CCN(C(=O)c2cn(CC)c3ccc(S(=O)(=O)N4CCC(C)CC4)cc3c2=O)CC1 returned PLK1 PBD inh -12%, FUS suppressor 23%, Abeta rescue 7%, WRN inhibitor -1%, PI5P4K alpha inh 3, EPAC1 antagonist -19%, EPAC1 ag -3%, IL2 activator -3.0 and aSyn yeast inh -1%.
COc1ccccc1OCC(=O)NNC(=O)Nc1ccc(Cl)cc1 was read as PLK1 PBD inh -2%, FUS suppressor -6%, Abeta rescue 9%, WRN inhibitor 6%, PI5P4K alpha inh 3, EPAC1 antagonist 8%, EPAC1 ag -3%, IL2 activator -2.0 and aSyn yeast inh -1%.
Screening CC1(C)S[C@@H]2[C@H](NC(=O)COc3ccccc3)C(=O)N2C1C(=O)OCc1ccccc1 (stereo not given in full) returned PLK1 PBD inh -16%, FUS suppressor inconclusive, Abeta rescue -2%, WRN inhibitor -5%, PI5P4K alpha inh -4, EPAC1 antagonist -14%, EPAC1 ag -5%, IL2 activator 0.1 and aSyn yeast inh 9%.
For CNS(=O)(=O)c1cccc(C(=O)NC2CCCc3ccccc32)c1 (stereo not given) the results were PLK1 PBD inh 3%, FUS suppressor -12%, Abeta rescue -11%, WRN inhibitor -3%, PI5P4K alpha inh -14, EPAC1 antagonist -6%, EPAC1 ag 0%, IL2 activator 2.9 and aSyn yeast inh -2%.
`CCn1cc(/C=N/O)c(C)n1` gave PLK1 PBD inh inconclusive, FUS suppressor -11%, Abeta rescue 0%, WRN inhibitor -2%, PI5P4K alpha inh 5, EPAC1 antagonist -19%, EPAC1 ag 4%, IL2 activator 2.6 and aSyn yeast inh 0%.
For C[C@H]1Cn2cnc(C(=O)N[C@@H](Cc3c[nH]c4ccccc34)C(=O)OC(C)(C)C)c2C(=O)N1 the results were PLK1 PBD inh -1%, FUS suppressor 9%, Abeta rescue -7%, WRN inhibitor 2%, PI5P4K alpha inh 1, EPAC1 antagonist -1%, EPAC1 ag -7%, IL2 activator -2.3 and aSyn yeast inh -8%.
COCCNC(=O)C(=O)NNC(=O)CCc1ccccc1 was read as PLK1 PBD inh -4%, FUS suppressor -26%, Abeta rescue -5%, WRN inhibitor 5%, PI5P4K alpha inh 0, EPAC1 antagonist -16%, EPAC1 ag 5%, IL2 activator -0.2 and aSyn yeast inh 1%.
For COc1ccc(OC)c(NC(=S)NCc2ccco2)c1 the results were PLK1 PBD inh -7%, FUS suppressor 1%, Abeta rescue 11%, WRN inhibitor 1%, PI5P4K alpha inh -3, EPAC1 antagonist 7%, EPAC1 ag 5%, IL2 activator 0.3 and aSyn yeast inh 2%.
CCOC(=O)c1nc2cc3n(c(C)c-2c1C)C(C)C(CC)=C3C (stereo not given) was read as PLK1 PBD inh -15%, FUS suppressor 0%, Abeta rescue 1%, WRN inhibitor 33%, PI5P4K alpha inh 6, EPAC1 antagonist -11%, EPAC1 ag -2%, IL2 activator -1.0 and aSyn yeast inh 5%.
Screening Cc1cccc(OCc2ccc(C(=O)N3CCOCC3)o2)c1 returned PLK1 PBD inh 0%, FUS suppressor -12%, Abeta rescue -6%, WRN inhibitor -1%, PI5P4K alpha inh -2, EPAC1 antagonist -8%, EPAC1 ag 0%, IL2 activator -1.7 and aSyn yeast inh 27%.
For Cc1cccc(NC(=O)c2cc3c([nH]c4ccccc43)c(C)n2)c1C the results were PLK1 PBD inh 3%, FUS suppressor 5%, Abeta rescue 4%, WRN inhibitor -9%[57.1 µM], PI5P4K alpha inh -3, EPAC1 antagonist 4%, EPAC1 ag 0%, IL2 activator 1.0 and aSyn yeast inh -12%.

Grouped by structure, those above containing an aryl thioether with sulfur outside any ring (two)
For CCn1c(SCC(=O)Nc2nc3c(s2)CCCC3)nnc1-c1ccccc1 the results were PLK1 PBD inh -7%, FUS suppressor 32%, Abeta rescue 3%, WRN inhibitor 3%, EPAC1 antagonist 7%, EPAC1 ag 10%, IL2 activator -2.7 and aSyn yeast inh 8%.
For O=C(CSc1ccc([N+](=O)[O-])cc1)Nc1ccccc1N1CCOCC1 the results were PLK1 PBD inh inconclusive, FUS suppressor -13%, Abeta rescue 19%, WRN inhibitor 1%, PI5P4K alpha inh -9, EPAC1 antagonist 13%, EPAC1 ag -13%, IL2 activator 0.3 and aSyn yeast inh -10%.

(list continues)
For COC(=O)C1=C(N)c2c(F)cccc2C1(C#N)c1ccccc1 (stereo not given) the results were PLK1 PBD inh -1%, FUS suppressor -6%, Abeta rescue 13%, WRN inhibitor 4%, PI5P4K alpha inh 1, EPAC1 antagonist 9%, EPAC1 ag -11%, IL2 activator -0.8 and aSyn yeast inh 2%.
For O=C(NCC1CCCO1)c1ccc(NC(=O)c2ccc(Br)cc2)cc1 (stereo not given) the results were PLK1 PBD inh 2%, FUS suppressor -1%, Abeta rescue -6%, WRN inhibitor 0%, PI5P4K alpha inh 3, EPAC1 antagonist 17%, EPAC1 ag 0%, IL2 activator 1.0 and aSyn yeast inh -1%.
O=C(N=C1SC2CS(=O)(=O)CC2N1c1cccc(Cl)c1Cl)C1CC1 (stereo not given) was read as PLK1 PBD inh -10%, FUS suppressor 3%, Abeta rescue 7%, WRN inhibitor -6%, PI5P4K alpha inh 0, EPAC1 antagonist 3%, EPAC1 ag 9%, IL2 activator -3.8 and aSyn yeast inh 0%.
Screening CC(C)(C)c1ccc(CC(=O)N2CCC2(C)C(=O)NS(=O)(=O)c2ccccc2Cl)cc1 (stereo not given) returned PLK1 PBD inh -12%, FUS suppressor 36%, Abeta rescue -10%, WRN inhibitor -8%, PI5P4K alpha inh 8, EPAC1 antagonist 0%, EPAC1 ag 7%, IL2 activator 0.5 and aSyn yeast inh 3%.
C[C@@H]1CN([C@@H](C)CO)S(=O)(=O)c2ccc(Br)cc2O[C@H]1CN(C)C(=O)C1CCC1 was read as PLK1 PBD inh -4%, FUS suppressor -12%, Abeta rescue -7%, WRN inhibitor 10%, PI5P4K alpha inh 2, EPAC1 antagonist -20%, EPAC1 ag -4%, IL2 activator -0.9 and aSyn yeast inh -4%.
CC(=O)Oc1ccc(OC(C)=O)c2c1CC1(C)OC1(C)C2 (stereo not given) was read as PLK1 PBD inh -12%, FUS suppressor -16%, Abeta rescue 15%, WRN inhibitor 5%, PI5P4K alpha inh 1, EPAC1 antagonist 4%, EPAC1 ag 7%, IL2 activator -0.4 and aSyn yeast inh 0%.
Screening CCOc1ccc(CCNC(=O)c2ccccc2OCc2c(C)noc2C)cc1OCC returned PLK1 PBD inh -4%, FUS suppressor 12%, Abeta rescue 12%, WRN inhibitor -5%, PI5P4K alpha inh -1, EPAC1 antagonist 4%, EPAC1 ag 3%, IL2 activator -4.2 and aSyn yeast inh 1%.
For CCN1CCc2c(sc(NC(=O)c3ccc(S(=O)(=O)N4CCOCC4)cc3)c2C(N)=O)C1 the results were PLK1 PBD inh -2%, FUS suppressor 17%, Abeta rescue -4%, WRN inhibitor 4%, PI5P4K alpha inh -1, EPAC1 antagonist 13%, EPAC1 ag -5%, IL2 activator -1.5 and aSyn yeast inh 1%.

Screening results (PubChem BioAssay)
